ERAP1 HTS inh = human ERAP1 aminopeptidase inhibitors, primary screen, biochemical, single point, plate reader; recombinant ERAP1, Leu-AMC fluorescence, 60 min; inhibition, % at 10.7 µM; 0.15% of 340,000 active;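 active = mean replicate inhibition of at least 30%, or all replicates individually reaching that 30% level; inactive = mean below 30% and not every replicate reaching it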;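 also: 0% = neutral control wells and 100% = L-leucinethiol positive control wells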
Target sequence (Q9NZ08 whole entry, looked up): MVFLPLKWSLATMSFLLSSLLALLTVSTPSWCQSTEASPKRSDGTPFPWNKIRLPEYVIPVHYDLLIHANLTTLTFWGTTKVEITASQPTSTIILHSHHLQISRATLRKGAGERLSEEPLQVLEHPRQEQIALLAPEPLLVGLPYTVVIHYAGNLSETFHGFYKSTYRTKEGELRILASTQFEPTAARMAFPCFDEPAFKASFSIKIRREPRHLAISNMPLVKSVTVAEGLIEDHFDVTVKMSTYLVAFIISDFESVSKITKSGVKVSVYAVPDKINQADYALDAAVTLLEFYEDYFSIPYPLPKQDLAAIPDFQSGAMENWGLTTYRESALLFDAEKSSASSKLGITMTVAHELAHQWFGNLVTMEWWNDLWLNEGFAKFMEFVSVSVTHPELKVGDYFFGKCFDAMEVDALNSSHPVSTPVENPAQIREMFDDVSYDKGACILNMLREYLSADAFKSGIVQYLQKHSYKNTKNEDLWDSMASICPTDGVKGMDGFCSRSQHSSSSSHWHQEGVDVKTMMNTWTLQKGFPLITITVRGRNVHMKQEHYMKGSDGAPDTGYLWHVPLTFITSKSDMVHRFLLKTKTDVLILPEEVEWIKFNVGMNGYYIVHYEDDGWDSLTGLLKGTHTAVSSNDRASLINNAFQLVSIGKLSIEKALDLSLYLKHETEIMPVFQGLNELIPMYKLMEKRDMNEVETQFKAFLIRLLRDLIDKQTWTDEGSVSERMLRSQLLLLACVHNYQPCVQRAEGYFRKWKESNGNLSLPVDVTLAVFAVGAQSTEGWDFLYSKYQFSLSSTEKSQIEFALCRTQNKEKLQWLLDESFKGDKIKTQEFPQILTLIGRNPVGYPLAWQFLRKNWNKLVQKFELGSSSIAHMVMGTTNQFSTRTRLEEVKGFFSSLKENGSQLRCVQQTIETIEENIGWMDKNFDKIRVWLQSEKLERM
S100A4 inh HTS = inhibitors of S100A4-myosin IIA peptide binding, primary screen, biochemical, fluorescence polarization, TAMRA-MyoIIA peptide; 0.14% of 360,000 active; inhibition, % at 10.7 µM; Protein S100-A4 (Homo sapiens), P26447;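 active = mean inhibition of at least 70% across replicates, with every replicate also reaching that level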
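Assay system: human S100A4 monomer with TAMRA-labelled myosin IIA peptide / Buffer or medium: Calcium-containing HEPES buffer, pH 7.2 / Reagent: TAMRA-labelled myosin IIA heavy-chain peptide probe, 5 nM / Compound: one dose per compound / Timing: polarization read 5 min after assay mix addition, stable 5–60 min / Benchmarks: neutral control DMSO, positive control TFP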
PGC1a acetyl inh = inhibitors of PGC1a acetylation signal, primary screen, cell-based, U2OS, AlphaScreen, inhibitor mode. AlphaScreen anti-acetyl-lysine; with virally co-expressed GCN5 acetyltransferase. 0.17% of 350,000 active. inhibition, % at 15.6 µM;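 active = every replicate shows inhibition of at least 40%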;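 also: 0% = neutral control wells and 100% = positive control wells; some results beyond the cut were filed as inactive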
SIRT5 block = SIRT5 desuccinylase inhibitors, primary screen, biochemical, fluorescence imaging, single point, set 5; NAD-dependent protein deacylase sirtuin-5, mitochondrial (Homo sapiens), Q9NXA8; Purified SirT5, succinyl-peptide AMC, trypsin-coupled fluorescence; inhibition, % at 15 µM; 1.1% of 330,000 active; AID 652115, 2013; in the data active = inhibition above about 15%
XiGFP reactiv = activators of inactive X chromosome reactivation, primary screen, imaging, XiGFP fibroblasts, GFP high-content imaging, set 2; XiGFP mouse fibroblasts, % GFP-positive cells imaging, 3 d; cells co-treated with 5-aza-dC sensitizer; scaled so ellipticine positive control = 100%; 0.055% of 360,000 active; activation, % at 7.58 µM; AID 743238, 2013;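 active = mean normalized replicate activation at least 10% and every replicate at or above 10%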;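 also: 0% = median of on-plate neutral control wells and 100% = ellipticine 6 µM median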
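System: 68-5-11 XiGFP fibroblast line; Timing: 3 days compound exposure; Compound dosing: one concentration, pinned; Benchmarks: positive control ellipticine, 6 µM final; Buffer or medium: DMEM containing 5-aza-dC.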
LGR2 antag = inhibitors of bursicon-induced LGR2 CRE-luciferase signal, primary screen, cell-based, HEK293, CRE-luciferase reporter, bursicon stimulation; Drosophila bursicon receptor LGR2 (rickets); bursicon-stimulated, 4 h; inhibition, % at 9.99 µM; 0.35% of 380,000 active;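 active = drop in luminescence signal, shown as inhibition above about 50% in the replicate tests, limit read from the data, passing the limit was not always enough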;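 also: agonist challenge used bursicon conditioned medium at about half maximal strength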
Cneo AK release = Cryptococcus neoformans cell lysis inducers, primary screen, AK release luminescence, single concentration. 0.2% of 360,000 active. lysis activity, % at 15 µM. AID 651654, 2012. C. neoformans lysis, adenylate kinase release luminescence, 4 h; normalised: neutral wells 0, clomiphene wells 100;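 active = mean lysis activity across replicates of at least 80%, whatever share of replicates individually reach that level; inactive = mean lysis activity below 80%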
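Test system: log-phase Cryptococcus neoformans yeast cells. Input: 5 × 10^6 yeast cells/mL. Medium: fresh YPD growth medium. Doses: single dose. Incubation: static 4 h at 37 °C with compound, 1 h detection. Measured by: luminescent adenylate kinase detection reagent. Read-out: signal increase indicating cell lysis. Benchmarks: Clomiphene.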
C2C12 statin = suppressors of statin myotoxicity in C2C12 myotubes, primary screen, cell-based, single point, plate reader. rescue of ATP level, % at 7.49 µM. C2C12 myotubes + simvastatin, ATP luminescence, 48 h; scaled: DMSO 0, geranylgeraniol control 100. 0.78% of 330,000 active;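 active = mean ATP rescue above about 67%, or every replicate alone reaching that limit, limit read from the data, passing the limit was not always enough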;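 also: myotubes were challenged with 10 µM simvastatin during compound exposure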
An asterisk follows results filed as active; . = not tested or not shown.

structure,XiGFP reactiv,S100A4 inh HTS,LGR2 antag,Cneo AK release,PGC1a acetyl inh,C2C12 statin,ERAP1 HTS inh,SIRT5 block
COC(=O)CCCNC(=O)c1ccc2[nH]c(C)c(C)c2c1,0.0,0,-3,-5,6,6,11,0
CCCNC(=O)N1[C@@H](CO)[C@@H](c2ccccc2)C12CN(C(=O)C1CCCCC1)C2,0.1,-2,-8,.,-7,.,3,-4
O=C(CSc1nc2[nH]ncc2c(=O)[nH]1)Nc1cccc([N+](=O)[O-])c1,0.4,2,-7,.,.,.,-3,2
Fc1cccc(NC(=S)NCCc2ccccc2)c1,0.2,-12,-13,11,.,8,-4,-4
CCOC(=O)C1=C(C)NC(C)=C(C(=O)OCC)C1C(=O)OCC(=O)NCc1ccco1,0.1,-2,-2,1,-2,-14,3,-2
O=C(Nc1ccc2c(c1)OCCO2)c1cccnc1Oc1ccccc1,-0.1,-3,-31,1,.,21,-2,0
CO[C@@H]1CN(C)C(=O)c2ccc(NC(=O)C3CC3)cc2OC[C@@H](C)N(Cc2cccc(F)c2)C[C@H]1C,0.1,-10,-1,.,7,.,3,4
NC(=O)NCCCC(NC(=O)c1ccc(C#CC2(O)CCCCC2)cc1)C(=O)O (configuration not stated),0.0,-3,2,.,5,.,-3,-6
CCCCC(=O)N1CCN(c2ccc(OC)cc2[N+](=O)[O-])CC1,-0.1,5,4,2,.,11,0,-1
CC1CCCCN1C(=O)c1cccc(NC(=O)c2ccccc2)c1 (configuration not stated),0.1,-14,-3,.,.,.,8,-4
C[C@@H]1CCCCO[C@@H](CN(C)Cc2ccc(Cl)c(Cl)c2)[C@H](C)CN([C@H](C)CO)C(=O)c2cc(NS(=O)(=O)c3ccc(F)cc3)ccc2O1,0.1,11,16,27,15,.,2,1
O=C(O)c1ccc(N/N=C/c2ccncc2)cc1,0.1,2,1,.,.,.,-14,6
CCCNC(=O)N1[C@H](C#N)[C@@H](c2ccc(C3=CCCCC3)cc2)[C@@H]1CO,0.3,-5,-11,53,-16,63,8,1
Cc1ccccc1N1C(=O)C2C3CCC(O3)C2C1=O (configuration not stated),0.3,-7,-2,0,.,-8,0,-1
COC(=O)C1=C(C)NC(=O)CC1c1cccc(OC)c1OC (configuration not stated),.,2,-3,-2,18,9,5,-3
O=C(NCc1ccccn1)Nc1cccc([N+](=O)[O-])c1,0.1,8,1,0,.,8,-2,1
CN(C)c1ccc2c(c1[N+](=O)[O-])Cc1ccccc1-2,0.0,21,-69,.,.,.,0,-1
COc1ccc(S(=O)(=O)Nc2ccc3c(c2)CC(=O)N([C@H](C)CO)C[C@@H](C)[C@H](CN(C)Cc2ccccc2)O3)cc1,-0.4,4,17,41,.,72*,-3,4
O=C(O)c1ccc(Cl)c(S(=O)(=O)Nc2cccc(C(=O)Nc3cccc(C(F)(F)F)c3)c2)c1,0.0,-25,-13,-3,10,-4,-30,-1
COc1ccc(NC(=O)Nc2cccc3c2O[C@@H](CN(C)Cc2ccc4c(c2)OCO4)[C@@H](C)CN([C@@H](C)CO)C3=O)cc1,0.0,-1,19,3,-4,35,4,9
Clc1ccc(-c2nc3ccccc3[nH]2)cn1,-0.2,9,-45,.,-4,-14,0,2
CC(=O)Nc1cccc(NC(=O)C2CC(=O)N(C3CCCCC3)C2)c1 (configuration not stated),0.3,-3,-12,0,0,-2,2,-4
Cc1ccc(C(C)C)c(OCc2ccc(C(=O)N/N=C/c3ccc(O)cc3O)cc2)c1,-0.1,-1,.,.,.,.,1,-2
O=C(NCC1(O)CCCCC1)C1CCC(=O)N(Cc2cccc(C(F)(F)F)c2)C1 (configuration not stated),0.0,8,5,-1,3,.,-1,-5
N#C[C@@H]1[C@H](c2ccccc2-c2ccc(F)cc2)[C@@H](CO)N1C(=O)Cc1ccccc1,0.0,6,-13,.,-6,.,.,6
COCCNC(=O)C[C@@H]1CC[C@@H]2[C@H](COC[C@@H](O)CN2C(=O)Nc2ccccc2OC)O1,-0.1,-3,2,3,-6,2,-2,-3
CC(=O)CSc1nnc2cc(C)c3ccccc3n12,-0.1,1,16,3,.,-8,2,2
Cc1cc(C(=O)Nc2cccc3c2O[C@H](CN(C)CC2CC2)[C@H](C)CN([C@@H](C)CO)C3=O)n(C)n1,0.3,0,5,2,2,6,0,3
CCNc1nc(NCC)nc(N/N=C/c2ccc([N+](=O)[O-])o2)n1,.,.,1,-2,-8,5,.,.
Cc1ccc(OCC(=O)Nc2cc(Cl)ccc2-n2cncn2)c(C)c1,0.0,-17,-16,1,-11,-6,3,-4
COCc1c(C(=O)N2CCN(Cc3c(F)cccc3Cl)CC2)oc2ccccc12,0.2,-17,4,2,-8,-8,-3,3
COc1ccc(/C=C2/CCCC(CN(C)C)C2=O)cc1 (configuration not stated),0.2,-5,-13,.,7,.,-1,2
O=C(Nc1ccc(Cl)c(C(F)(F)F)c1)C1Cc2c(-c3ccc4c(c3)OCO4)ccnc2O1 (configuration not stated),0.1,0,13,7,-12,8,4,1
Cc1noc(C)c1COc1ccccc1C(=O)NNC(=O)c1ccc(F)cc1,0.0,0,-2,-1,1,-3,0,-2
CCOC(=O)c1c(N)n(-c2ccc(N)cc2)c2nc3ccccc3nc12,0.0,-2,-22,.,.,.,2,3
N#C[C@@H]1[C@H](c2ccc(-c3cccc(F)c3)cc2)[C@H](CO)N1C(=O)NC1CCCCC1,0.1,-4,16,.,-29,.,.,0
Cc1ccccc1C(=O)N1CCC(C(=O)Nc2nccs2)CC1,-0.1,-2,.,-2,.,3,2,-3
O=C(C[C@H]1CC[C@@H]2[C@H](COC[C@H](O)CN2Cc2ccc(Cl)cc2)O1)NCc1ccccc1Cl,0.3,9,20,47,2,14,-1,1
COc1ccc(NC(=O)Nc2ccc3c(c2)C(=O)N([C@@H](C)CO)C[C@@H](C)[C@H](CN(C)S(=O)(=O)c2ccc(Cl)cc2)OCCCC[C@@H](C)O3)cc1,0.0,8,35,-14,-11,.,2,-2
COc1ccc(CNC(=O)CCC(=O)Nc2nnc(C(F)(F)F)s2)cc1,0.0,1,38,-1,.,-1,1,-2
CC(=O)N1CCC(=NNC(=O)CSc2cc(C)c(Br)cc2C)CC1,0.1,-3,-10,1,.,.,0,-2
CO[C@@H]1CN(C)C(=O)c2ccc(NC(=O)c3nc4ccccc4s3)cc2OC[C@@H](C)N(Cc2cncnc2)C[C@H]1C,0.2,1,-11,-4,4,2,0,.
O=c1cc(CN2CCN(c3ccccc3O)CC2)nc2sccn12,.,.,-13,2,5,0,.,.
Cc1cccc(CN2CCN(C3CN(C4CCCCC4)S(=O)(=O)C3)CC2)c1 (configuration not stated),0.0,1,4,2,3,4,-2,-1
Cc1ccc(CN2C(=O)CSC2c2ccc(F)cc2)cc1 (configuration not stated),0.0,-5,-21,-4,-16,5,1,-11

Shown with values under each structure: 8 of the compounds above
Results follow in this order: XiGFP reactiv	S100A4 inh HTS	LGR2 antag	Cneo AK release	PGC1a acetyl inh	C2C12 statin	ERAP1 HTS inh	SIRT5 block
Cc1ccccc1C(=O)N1CCC(C(=O)Nc2nccs2)CC1
    -0.1	-2	.	-2	.	3	2	-3
O=C(C[C@H]1CC[C@@H]2[C@H](COC[C@H](O)CN2Cc2ccc(Cl)cc2)O1)NCc1ccccc1Cl
    0.3	9	20	47	2	14	-1	1
COc1ccc(NC(=O)Nc2ccc3c(c2)C(=O)N([C@@H](C)CO)C[C@@H](C)[C@H](CN(C)S(=O)(=O)c2ccc(Cl)cc2)OCCCC[C@@H](C)O3)cc1
    0.0	8	35	-14	-11	.	2	-2
COc1ccc(CNC(=O)CCC(=O)Nc2nnc(C(F)(F)F)s2)cc1
    0.0	1	38	-1	.	-1	1	-2
CC(=O)N1CCC(=NNC(=O)CSc2cc(C)c(Br)cc2C)CC1
    0.1	-3	-10	1	.	.	0	-2
CO[C@@H]1CN(C)C(=O)c2ccc(NC(=O)c3nc4ccccc4s3)cc2OC[C@@H](C)N(Cc2cncnc2)C[C@H]1C
    0.2	1	-11	-4	4	2	0	.
O=c1cc(CN2CCN(c3ccccc3O)CC2)nc2sccn12
    .	.	-13	2	5	0	.	.
Cc1cccc(CN2CCN(C3CN(C4CCCCC4)S(=O)(=O)C3)CC2)c1 (configuration not stated)
    0.0	1	4	2	3	4	-2	-1

New compounds follow:
structure,XiGFP reactiv,S100A4 inh HTS,LGR2 antag,Cneo AK release,PGC1a acetyl inh,C2C12 statin,ERAP1 HTS inh,SIRT5 block
CC(C)CN(C(=O)c1ccc(N2CCCC2=O)cc1)C1CCS(=O)(=O)C1 (configuration not stated),0.0,12,23,.,0,.,-2,-3
CCCC#Cc1ccc2c(c1)O[C@@H](CN(C)C(=O)c1ccccc1)[C@H](C)CN([C@H](C)CO)S2(=O)=O,0.2,6,-3,-1,1,-71,-4,3
Cn1c(=NC(=O)CCS(=O)(=O)c2ccccc2)sc2cc(F)ccc21,0.0,-1,-10,-3,-2,11,-1,-2
Cc1cc2c(cc1S(=O)(=O)NCc1ccccc1)n(C)c(=O)c(=O)n2C,0.0,2,4,1,0,10,1,-1
C/C(=N\NC(=O)c1cccs1)c1ccncc1,0.0,-2,-17,-2,12,-12,-3,-1
C=CCNc1oc(-c2cccc(F)c2)nc1C#N,0.2,-2,10,5,-22,6,0,-3
O=C(CSC1=NS(=O)(=O)c2ccccc2N1)NCCc1ccccc1,0.0,-2,1,.,.,4,-3,-3

Assay outcomes as filed in PubChem.

An excerpt, so the mix of outcomes need not match the whole.
